COUP-TFII inh – blocks human COUP-TFII nuclear receptor. AID 686940. actives 0.7% (n = 370,000). P24468. HEK293T NGFI-A luciferase reporter, luminescence. inhibition, % at 8.6 µM;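 active = inhibition above a per-plate cutoff, mean inhibition of test wells between control levels plus 3 SD, cut at about 38% in these data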;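 note: cells cotransfected with COUP-TFII expression vector driving the NGFI-A reporter; 0% = median of COUP-TF2 test wells and 100% = reporter-only cells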
Target sequence (P24468 whole entry, looked up): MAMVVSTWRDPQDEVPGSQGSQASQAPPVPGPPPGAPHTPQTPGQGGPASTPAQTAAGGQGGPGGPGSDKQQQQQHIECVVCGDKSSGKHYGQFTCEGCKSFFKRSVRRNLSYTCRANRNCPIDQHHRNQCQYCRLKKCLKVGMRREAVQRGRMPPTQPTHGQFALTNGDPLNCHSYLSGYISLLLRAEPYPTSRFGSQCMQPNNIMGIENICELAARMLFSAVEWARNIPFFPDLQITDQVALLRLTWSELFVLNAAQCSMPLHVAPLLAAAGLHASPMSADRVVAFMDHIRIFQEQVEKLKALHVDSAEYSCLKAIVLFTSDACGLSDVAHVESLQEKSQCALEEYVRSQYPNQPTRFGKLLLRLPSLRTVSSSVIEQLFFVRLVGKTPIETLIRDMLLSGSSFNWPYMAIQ
TLR9-MyD88 inh – inhibitors of human TLR9-MyD88 binding; Q9NR96+Q99836; CHO BLA complementation TLR9-MyD88, CCF4 FRET ratio; inhibition, % at 4.98 µM; actives 0.21% (n = 340,000); AID 504734;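 active = inhibition above the mean over all tested compounds plus 3 SD, cut at about 21% in these data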;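 note: 0% = DMSO only wells and 100% = clavulanate BLA inhibitor control wells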
TRAIL sens C8 – sensitizes caspase-8 expressing cells to TRAIL. AID 624354. inhibition (viability loss, TRAIL sensitization), % at 10 µM. NB7+C8 cells + TRAIL, ATPlite viability luminescence. actives 1% (n = 360,000);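 active = compounds causing at least 50% loss of cell viability in the single-dose screen, relative to plate controls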
LMP1 NFkB inh – inhibitors of Epstein-Barr LMP1-induced NF-kappaB reporter; LMP1-induced NF-kappaB luciferase reporter cells, luminescence; inhibition, % at 12.5 µM; actives 0.69% (n = 350,000); in the data active = inhibition above about 41%;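 note: 0% = neutral control wells and 100% = reference inhibitor control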
NR5A2 inv ag – suppresses constitutive activity of human LRH-1. O00482. HEK293T StAR-luciferase reporter, LRH-1 transfected, 24 h. inhibition, % at 3.6 µM. actives 0.13% (n = 360,000);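 active = inhibition above the mean inhibition of all tested compounds plus 3 SD, cut at about 73% in these data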;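 note: 0% = DMSO wells and 100% = reporter-only cells lacking LRH-1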
Target sequence (O00482 whole entry, looked up): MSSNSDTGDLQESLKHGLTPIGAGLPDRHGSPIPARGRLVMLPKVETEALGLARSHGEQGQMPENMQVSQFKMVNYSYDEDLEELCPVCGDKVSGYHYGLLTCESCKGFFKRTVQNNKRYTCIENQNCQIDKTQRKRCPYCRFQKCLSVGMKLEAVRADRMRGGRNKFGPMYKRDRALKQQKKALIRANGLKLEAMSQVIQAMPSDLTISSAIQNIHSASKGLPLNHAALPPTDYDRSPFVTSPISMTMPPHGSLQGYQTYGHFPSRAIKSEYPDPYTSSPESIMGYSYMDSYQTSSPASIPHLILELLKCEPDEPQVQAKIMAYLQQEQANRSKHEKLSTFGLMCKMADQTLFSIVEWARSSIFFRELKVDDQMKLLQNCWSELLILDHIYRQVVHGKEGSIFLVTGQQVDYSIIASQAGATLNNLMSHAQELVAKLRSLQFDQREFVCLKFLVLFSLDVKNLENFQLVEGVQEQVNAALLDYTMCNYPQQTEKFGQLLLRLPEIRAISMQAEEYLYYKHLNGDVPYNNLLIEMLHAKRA
NOD2-RIPK2 inh – inhibitors of human NOD2-RIPK2 interaction. O43353. CHO BLA complementation NOD2-RIPK2, CCF4 ratio. inhibition, % at 4.98 µM. actives 0.38% (n = 360,000). AID 624267; in the data active = inhibition above about 21%;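 note: 0% = vehicle only and 100% = reference blocker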
NCOA1 inh – inhibits human SRC1 coactivator | actives 0.12% (n = 360,000) | HEK293 GAL4-SRC1 luciferase reporter, luminescence | Q15788 | inhibition, % at 3.6 µM;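 active = inhibition above the campaign mean plus 3 SD, with each screening campaign given its own cutoff, cut at about 60% in these data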;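 note: 0% = DMSO treated cells and 100% = gossypol at 36 µM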
TWEAK-Fn14 inh – TWEAK-Fn14 signaling inhibition; TWEAK-stimulated Fn14 reporter cells, luciferase luminescence, 8 h; actives 2% (n = 360,000); inhibition, % at 10 µM; AID 1159606; in the data active = inhibition above about 50%
TROY signal inh – inhibitors of TROY-dependent NF-kB signaling | Q293 LMP1-TROYcd NF-kB luciferase reporter, 4 h | inhibition, % at 10 µM | actives 0.98% (n = 360,000) | AID 1347056;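 active = compounds whose plate-normalised and pattern-corrected inhibition of the luciferase reporter signal at the single screening dose is 50% or more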
NCOA2 inhibitor – human SRC2 (NCOA2) inhibition; inhibition, % at 9 µM; Q15596; actives 0.17% (n = 370,000); HEK293 GAL4-SRC2 luciferase reporter, luminescence;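 active = inhibition above the mean inhibition of all tested compounds plus 3 SD, set per campaign, cut at about 52% in these data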;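 note: 0% = DMSO treated cells and 100% = cells given Gossypol at 36 µM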
SRC3 inh – inhibitors of human steroid receptor coactivator 3 (SRC3). actives 0.17% (n = 360,000). inhibition, % at 3.6 µM. Q9Y6Q9. HEK293 GAL4-SRC3 luciferase reporter, luminescence;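 active = inhibition above a per-campaign cutoff, the mean of all compounds plus 3 SD, cut at about 60% in these data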;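 note: 0% = DMSO-treated cells and 100% = gossypol-treated cells at 36 µM; higher means less SRC3-driven luciferase light from the GAL4 reporter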
The depositor's hits bear a star; nt = not tested or not shown. The list is partial (hit frequency here may not be typical).

SMILES | COUP-TFII inh | TLR9-MyD88 inh | TRAIL sens C8 | LMP1 NFkB inh | NR5A2 inv ag | NOD2-RIPK2 inh | NCOA1 inh | TWEAK-Fn14 inh | TROY signal inh | NCOA2 inhibitor | SRC3 inh
Cc1ccc(CN2CCN(/N=C/c3ccc(C(=O)O)cc3)CC2)cc1 | 1 | 3 | 8 | -17 | 10 | -5 | -3 | 12 | -11 | -9 | 21
CC(NC(=O)CNC(=O)C1O[C@@H]2OC(C)(C)O[C@@H]2[C@H]2OC(C)(C)O[C@@H]12)C(=O)O (some centres not stated) | -4 | -2 | -4 | 12 | 12 | -7 | 3 | 0 | 16 | 18 | -3
C/C(=N\NC(=O)Cc1ccccc1Cl)c1cccnc1 | -21 | -5 | -9 | -2 | -7 | 5 | -4 | 7 | -4 | -5 | 5
CCCn1nc(C(=O)OCC(=O)c2ccc3c(c2)NC(=O)CO3)c2ccccc2c1=O | -5 | -6 | -15 | -16 | -4 | 5 | -10 | -5 | 28 | -2 | 16
CNC(=S)NNC(=O)Cc1ccccc1 | -8 | 7 | 7 | -8 | 1 | -5 | 0 | -4 | 5 | -30 | -4
COc1cccc(N(CC(=O)NC2CC3CCC2C3)S(=O)(=O)c2ccccc2)c1 (configuration not stated) | 20 | 4 | 6 | -2 | 14 | -5 | 7 | 15 | -13 | 13 | -25
CCC(=O)Nc1nnc(SCc2ccc(F)cc2)s1 | -1 | 0 | -2 | -9 | -31 | -1 | -11 | -9 | -4 | -45 | 17
NC(=O)c1nc(C(=O)N2CCCCC2)c2ccccc2n1 | 0 | -4 | -8 | -2 | -9 | 1 | -10 | -15 | 7 | -4 | 7
CO[C@@H]1CN(C)C(=O)c2ccc(NC(=O)C3CCCC3)cc2OC[C@@H](C)N(Cc2ccc(F)cc2)C[C@H]1C | 4 | nt | 2 | nt | -3 | 0 | nt | nt | nt | 1 | nt
CCOc1ccc(OCCN2C(=O)NC(Cc3c[nH]c4ccccc34)C2=O)cc1 (configuration not stated) | 13 | 10 | -4 | 2 | 47 | -9 | -12 | -4 | 1 | -22 | -28
CCOC(=O)c1c(C)[nH]c(C)c1S(=O)(=O)N(C)CC(=O)Nc1ccccc1OC | 16 | 4 | -4 | 1 | 8 | 0 | 17 | 8 | -1 | -24 | -4
CCN1CCN(C(c2ccccc2)c2nnnn2Cc2ccc(OC)cc2)CC1 (configuration not stated) | 5 | 5 | -4 | 4 | -7 | -2 | 11 | 3 | 1 | -17 | 14
Cc1ccc(C)n1/N=C1/NC(=O)CS1 | -2 | -6 | 12 | 13 | 8 | 2 | -24 | -5 | -1 | -3 | 8
Cc1ccc(-c2cc(C(=O)N/N=C/c3c(C)nn(-c4ccccc4)c3C)[nH]n2)cc1 | -84 | -1 | 31 | 1 | 9 | 10 | -29 | 40 | 14 | 15 | -22
CN(C(=O)CSc1nnc(-c2ccc(OC(F)F)cc2)n1N)C1CCS(=O)(=O)C1 (configuration not stated) | -8 | 2 | 12 | -6 | 4 | -15 | -6 | -5 | 8 | -9 | 1
COc1ccc(NC(=O)CN(C)S(=O)(=O)c2cnc[nH]2)cc1OC | 6 | 11 | 0 | -7 | 0 | -4 | 8 | 6 | -2 | 13 | -2
CCOC(OCC)c1cn(Cc2ccc(C(=O)c3ccccc3)cc2)nn1 | -1 | -3 | 12 | -2 | 8 | -5 | 12 | 15 | 13 | 7 | -26
CCOC(=O)/C(C#N)=C1/C=CN(c2ccccc2)C=N1 | -17 | 6 | -14 | -7 | -37 | 0 | -30 | -24 | -20 | -18 | -19
O=C(NCCCn1ccnc1)C1CC2CCC1C2 (configuration not stated) | 10 | 7 | 6 | 3 | 11 | -6 | 8 | 2 | -2 | -6 | 18
Cc1ccccc1C(=O)OCC(=O)NCc1ccco1 | -8 | -11 | -9 | 1 | -7 | -15 | -2 | 7 | -34 | -33 | -2
CC(C)NC(=O)c1ccccc1NC(=O)/C=C/c1cccc([N+](=O)[O-])c1 | 10 | -16 | -7 | 0 | 2 | 7 | 3 | 9 | 11 | -2 | 0
Cc1onc(-c2ccccc2)c1-c1ccnn1C(=O)NC(C)C | 11 | 6 | 1 | -2 | 10 | 3 | 23 | -4 | -18 | 19 | 14
CC1CCCCN1C(=O)CSc1nnc(CSc2ncccn2)n1C (configuration not stated) | -15 | 0 | 9 | -1 | 18 | -9 | -3 | 4 | 2 | -1 | 6
Cc1ccc(S(=O)(=O)Nc2cc(-c3nn(C)c(=O)c4ccccc34)ccc2N2CCOCC2)cc1 | -20 | 4 | 6 | -2 | 4 | 1 | 9 | 43 | 28 | -3 | 18
Cc1ccc(S(=O)(=O)NCCC(=O)OCC(=O)NC(=O)c2cccn2C)cc1 | -5 | 5 | -9 | -3 | 14 | -5 | 8 | -13 | 3 | -13 | -4
Cc1ccc(OCc2nnc(SCC(=O)Nc3ncc(C)s3)o2)cc1 | 10 | 11 | 2 | 2 | 22 | -10 | -31 | 17 | -2 | -13 | -15
COc1ccccc1/C=C/CN1CCCC(CO)(CCc2ccccc2)C1 (configuration not stated) | -3 | -1 | 3 | 12 | 18 | -1 | 6 | -38 | 1 | 12 | -8
Cc1ccc(SCCN2CCC(C(C)(C)C)CCC2=O)cc1 (configuration not stated) | -31 | 2 | 8 | -7 | -2 | -2 | -16 | -22 | -42 | -7 | -14
CC(C)C(c1nnnn1Cc1cccs1)N1CCN(C2CCCC2)CC1 (configuration not stated) | 12 | 4 | 16 | -7 | -3 | -3 | -25 | -1 | 14 | 21 | 18
CC(C)OP(=O)(OC(C)C)C(O)c1ccc2c(c1)OCO2 (configuration not stated) | 0 | 2 | -3 | 7 | 9 | 0 | 9 | 16 | 6 | -11 | 8
O=C1[C@H]2[C@@H](c3ccccc3)N[C@]3(CCCN(Cc4ccc(Br)cc4)C3=O)[C@H]2C(=O)N1Cc1ccccc1 | -10 | 0 | 14 | 7 | 14 | 5 | 1 | 16 | 7 | -4 | 16
Nc1c(-c2ccc(Cl)cc2)cnc2ncnn12 | -10 | -2 | -3 | -3 | 1 | -6 | -22 | -14 | 0 | -22 | -3
Cc1ccc(S(=O)(=O)Oc2ccc(/C=C3/N=C(c4ccccc4)OC3=O)cc2)cc1 | 1 | -1 | -2 | -1 | -8 | -2 | 7 | -2 | 6 | -5 | 9
Cc1cccc(C(=O)OCC(=O)c2ccc3c(c2)OCCO3)c1O | -31 | -1 | 36 | -18 | -78 | -9 | -78 | 13 | 54* | -82 | -38
CCCCN(C(=O)CSc1ncnc2sccc12)c1c(N)n(Cc2ccccc2)c(=O)[nH]c1=O | -33 | -8 | -8 | 0 | 7 | -4 | -9 | 0 | -12 | -27 | -8
O=C(O)c1ccc(Cl)cc1NC(=O)C1CCCO1 (configuration not stated) | 10 | 3 | -8 | 2 | -12 | -9 | 10 | 0 | 8 | -6 | 17
O=C(O)c1ccccc1-c1ccccc1C(=O)NNc1ccccc1 | 13 | -4 | -8 | -14 | -8 | -6 | 0 | -6 | 1 | -10 | -3
CCCc1cc(=O)[nH]c(SCCOc2ccc(OCC)cc2)n1 | 20 | 3 | -6 | 5 | 20 | -6 | 16 | 2 | 8 | -1 | 9
COC(=O)c1cc(NC(=O)c2c(Cl)nc3sccn23)cc(C(=O)OC)c1 | 11 | -7 | 22 | 8 | 16 | -2 | -11 | -36 | -21 | 0 | 12
Cc1cccc(NC(=O)c2ccc(S(=O)(=O)N3CCCC3)cc2)c1C | -3 | 1 | -6 | 0 | 6 | 6 | -5 | 30 | 9 | -17 | 1
CC(C)C(NS(=O)(=O)c1cccs1)C(=O)NCc1ccc2c(c1)OCO2 (configuration not stated) | -1 | -3 | -14 | 3 | 14 | -12 | -4 | 16 | -6 | 23 | 10
Cc1ccc(C2=NNC(c3cccc(F)c3)S2)cc1 (configuration not stated) | -18 | 0 | 66* | 26 | -151 | -14 | -104 | 65* | 54* | -23 | -62
O=C(Cn1c(=O)c2cccn2c2ccccc21)Nc1ccc(F)cc1F | -11 | 1 | -16 | -5 | -11 | -1 | -27 | 2 | -8 | -20 | -13

Filtered by structure: the compounds so far with two or more sulfur atoms.
SMILES | COUP-TFII inh | TLR9-MyD88 inh | TRAIL sens C8 | LMP1 NFkB inh | NR5A2 inv ag | NOD2-RIPK2 inh | NCOA1 inh | TWEAK-Fn14 inh | TROY signal inh | NCOA2 inhibitor | SRC3 inh
CCC(=O)Nc1nnc(SCc2ccc(F)cc2)s1 | -1 | 0 | -2 | -9 | -31 | -1 | -11 | -9 | -4 | -45 | 17
CN(C(=O)CSc1nnc(-c2ccc(OC(F)F)cc2)n1N)C1CCS(=O)(=O)C1 (configuration not stated) | -8 | 2 | 12 | -6 | 4 | -15 | -6 | -5 | 8 | -9 | 1
CC1CCCCN1C(=O)CSc1nnc(CSc2ncccn2)n1C (configuration not stated) | -15 | 0 | 9 | -1 | 18 | -9 | -3 | 4 | 2 | -1 | 6
Cc1ccc(OCc2nnc(SCC(=O)Nc3ncc(C)s3)o2)cc1 | 10 | 11 | 2 | 2 | 22 | -10 | -31 | 17 | -2 | -13 | -15
CCCCN(C(=O)CSc1ncnc2sccc12)c1c(N)n(Cc2ccccc2)c(=O)[nH]c1=O | -33 | -8 | -8 | 0 | 7 | -4 | -9 | 0 | -12 | -27 | -8
CC(C)C(NS(=O)(=O)c1cccs1)C(=O)NCc1ccc2c(c1)OCO2 (configuration not stated) | -1 | -3 | -14 | 3 | 14 | -12 | -4 | 16 | -6 | 23 | 10

Full records from above. Order of values: COUP-TFII inh | TLR9-MyD88 inh | TRAIL sens C8 | LMP1 NFkB inh | NR5A2 inv ag | NOD2-RIPK2 inh | NCOA1 inh | TWEAK-Fn14 inh | TROY signal inh | NCOA2 inhibitor | SRC3 inh
Results for CCC(=O)Nc1nnc(SCc2ccc(F)cc2)s1 → -1 | 0 | -2 | -9 | -31 | -1 | -11 | -9 | -4 | -45 | 17
Results for NC(=O)c1nc(C(=O)N2CCCCC2)c2ccccc2n1 → 0 | -4 | -8 | -2 | -9 | 1 | -10 | -15 | 7 | -4 | 7

Bioassay records deposited in PubChem BioAssay by several laboratories.
